OXTR agonist: activates the human oxytocin receptor; CHO-OTR cells, Fluo-8 calcium fluorescence; normalized: DMSO 0%, oxytocin 100%; activation, % at 3 µM; AID 2435; 320,000 tested, 0.32% active;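 active = activation above the mean of all tested compounds plus 3 SD, cutoff set per screening run, cut at about 20% in these data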;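 note: peak over basal fluorescence ratio from a 100 s FLIPR kinetic read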
V1aR counter: counter-screen for oxytocin receptor agonists: human V1a receptor agonists; P37288; CHO-V1R cells, Fluo-8 calcium fluorescence, agonist mode; 0% DMSO, 100% 3 nM vasopressin; activation, % at 3 µM; 320,000 tested, 0.25% active;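 active = activation above the mean activation of all tested compounds plus 3 SD, per screening run, cut at about 20% in these data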;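 note: signal is peak over basal fluorescence ratio across a 100 second FLIPR read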
MEKK2 WT-MEK5: raises or lowers MEK5 binding to wildtype human MEKK2 PB1 domain | 290,000 tested, 1.1% active | bead flow cytometry, Alexa488-MEK5 binding to MEKK2 WT; actives lie on both sides | Q9Y2U5 | AID 1531 | binding response (% of control), % at 10 µM; in the data active = binding response below about 67% or above about 130%
GPR7 antagonist: human neuropeptides B/W receptor 1 antagonism | P48145 | GPR7-expressing cells, fluorescence antagonist assay | inhibition, % at 4.4 µM | 290,000 tested, 1.1% active | AID 1861; in the data active = inhibition above about 16%, passing the limit was not always enough;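 note: cells stimulated with the agonist NPW; 0% = agonist with vehicle and 100% = vehicle without agonist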
Target sequence (P48145 whole entry, looked up): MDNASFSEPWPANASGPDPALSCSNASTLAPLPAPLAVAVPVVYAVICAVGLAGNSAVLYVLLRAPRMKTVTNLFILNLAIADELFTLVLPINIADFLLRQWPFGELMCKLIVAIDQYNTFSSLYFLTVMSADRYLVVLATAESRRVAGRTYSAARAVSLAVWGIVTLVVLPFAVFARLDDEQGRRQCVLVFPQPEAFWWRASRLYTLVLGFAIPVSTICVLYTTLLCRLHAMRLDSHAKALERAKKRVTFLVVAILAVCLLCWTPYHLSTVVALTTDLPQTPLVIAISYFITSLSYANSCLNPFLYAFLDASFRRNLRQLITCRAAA
MEKK3 PB1 HTS: raises or lowers MEK5 binding to the human MEKK3 PB1 domain; Q99759; bead-based flow cytometry, Alexa488-MEK5 binding to MEKK3; actives lie on both sides; 0 = blocked by unlabeled MEK5, 100 = vehicle; binding response (% of control), % at 10 µM; 290,000 tested, 1.4% active;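 active = binding response more than 3 SD above or below the average of its plate-row segment, actives on both sides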;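 note: Alexa488 bead fluorescence after subtracting the streptavidin-only scavenger bead signal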
NALP1 inh: inhibitors of NALP1 inflammasome in yeast | S. cerevisiae NALP1/ASC/caspase-1 growth, X-gal OD620, 72 h | inhibition, % at 10 µM | 280,000 tested, 0.61% active | AID 2071; in the data active = inhibition mostly above about 24%, no sharp cut-off; inactive = mostly below about 32%; note: some compounds called inactive have numbers as strong as hits
MEKK2mut PB1 HTS: signal of MEK5 binding to mutant human MEKK2 PB1 domain; 290,000 tested, 0.35% active; bead flow cytometry, Alexa488-MEK5 binding to MEKK2 mutant; percent response, % at 10 µM; in the data active = percent response above about 24%, passing the limit was not always enough; note: inactives centre near 1; some results filed as inactive read as strong as hits; reference of the scale not given here
PHOSPHO1 inh: blocks human PHOSPHO1 phosphatase activity; AID 1565; inhibition, % at 13.3 µM; 290,000 tested, 1.1% active; recombinant PHOSPHO1, absorbance phosphatase assay; Q8TCT1; in the data active = inhibition above about 60%
Target sequence (Q8TCT1 whole entry, looked up): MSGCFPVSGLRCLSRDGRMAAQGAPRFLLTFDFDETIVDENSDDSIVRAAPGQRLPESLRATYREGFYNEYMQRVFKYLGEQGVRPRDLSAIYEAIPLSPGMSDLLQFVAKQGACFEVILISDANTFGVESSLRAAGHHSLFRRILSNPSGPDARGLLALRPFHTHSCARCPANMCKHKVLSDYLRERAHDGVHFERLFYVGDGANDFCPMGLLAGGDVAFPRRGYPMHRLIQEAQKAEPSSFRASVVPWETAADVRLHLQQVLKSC
GalR3 antag: blocks the human galanin receptor 3; O60755; inhibition, % at 3 µM; 360,000 tested, 0.44% active; HEK293 GalR3-CNG cAMP membrane potential fluorescence; galR3 body fused to GalR1 C-terminus;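 active = inhibition above the screen-wide average plus 3 SD, cut at about 13% in these data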;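 note: forskolin and galanin both at EC90 stimulate the cells; cAMP rise reported by CNG channel membrane potential dye signal; 0% = forskolin plus galanin with DMSO and 100% = forskolin alone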
Target sequence (O60755 1-299 limits assumed): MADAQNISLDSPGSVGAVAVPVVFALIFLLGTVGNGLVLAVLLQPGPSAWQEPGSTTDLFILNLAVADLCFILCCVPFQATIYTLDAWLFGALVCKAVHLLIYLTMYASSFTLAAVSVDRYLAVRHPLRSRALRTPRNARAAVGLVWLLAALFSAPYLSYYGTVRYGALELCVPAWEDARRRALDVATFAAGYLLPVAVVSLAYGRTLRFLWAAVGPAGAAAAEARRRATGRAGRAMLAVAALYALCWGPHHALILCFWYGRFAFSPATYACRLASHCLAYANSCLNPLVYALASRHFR
* hit, by the source's call; · = no result given.

canonical_smiles,OXTR agonist,V1aR counter,MEKK2 WT-MEK5,GPR7 antagonist,MEKK3 PB1 HTS,NALP1 inh,MEKK2mut PB1 HTS,PHOSPHO1 inh,GalR3 antag
Cc1ccc(-n2c(=O)[nH]c3cc(C(=O)NC4CCN(Cc5ccccc5)CC4)ccc3c2=O)cc1,-0.1,0.1,100,6,96,-5,0,-14,4
c1csc(-c2noc(CN3CCOCC3)n2)c1,-0.5,-1.5,96,-3,97,6,-13,-6,-1
CCOC(=O)C1CCCN(c2c(N3CCN(C4CCCCC4)CC3)c(=O)c2=O)C1 (configuration not stated),0.4,0.4,106,0,107,-16,9,5,-5
CCN(CC)CCCNC(=O)c1ccc(C)c(NC(=O)C2=C(C)OCCS2)c1,-0.3,0.6,119,-19,108,0,11,5,1
CN1C(=O)c2cccc3c(S(=O)(=O)Nc4ccccc4F)ccc1c23,-1.7,-1.3,97,-17,99,-6,4,10,-9
CC(=O)c1cccc(NC(=O)CCOc2ccccc2)c1,0.3,0.7,108,14,104,-8,6,28,4
CC(C)(C)c1cc[n+](/C(C(=S)Nc2ccccc2F)=C(/[O-])c2ccc3c(c2)OCCO3)cc1,-0.4,0.7,84,-1,99,22,-25,-41,3
Cc1cccc(OCC(=O)O/N=C(\N)Cc2ccc(Cl)cc2)c1,-0.7,1.9,101,4,102,·,18,-6,2
COc1ccc(-c2cc(C(F)F)n3ncc(C(=O)N4CCc5ccccc5C4)c3n2)cc1,-3.2,-1.5,99,-12,103,-10,0,49,-9
Cc1csc(NC(=O)CSc2nnc(CCNC(=O)c3ccc(Cl)c(Cl)c3)n2C)n1,-1.2,-0.4,106,-8,105,1,7,25,5
CSc1ccccc1C(=O)C1CCCN(C(=O)c2cncs2)C1 (configuration not stated),-0.4,0.0,107,1,101,21,4,34,-8
CCOc1ccccc1CN1CCN(Cc2ccon2)CC1CCO (configuration not stated),-0.2,0.2,105,-10,105,-14,3,24,-2
O=C(Oc1ccc(/C=N/NC(=O)c2ccccn2)cc1)c1cccc(F)c1,1.1,-0.5,99,-9,97,4,-3,20,-2
COC(=O)c1cc(OC)c(OC)cc1NC(=O)c1cccnc1,·,·,93,-12,89,6,-5,-7,·
Cc1nn(C(C)C(=O)NNC(=S)Nc2ccc(F)cc2)c(C)c1[N+](=O)[O-] (configuration not stated),-0.1,-0.8,101,-2,101,-39,4,72*,-7
Nc1cc(=O)[nH]c(SCc2ccccc2Cl)n1,2.2,2.6,95,0,98,-2,-9,·,-5
Cc1ccc(C(C)C)cc1S(=O)(=O)NC1CC(C)(C)NC(C)(C)C1,0.6,-0.1,103,9,100,13,0,15,-11
COCc1[nH]nc2c1C(C1C=CCCC1)C(C#N)=C(N)O2 (configuration not stated),-0.1,0.9,108,-10,109,-16,7,3,-1
FC(F)(F)c1nc(-c2ccncc2)ncc1-c1nnnn1-c1ccccc1,4.9,5.7,93,-7,97,20,-2,38,-2
CS(=O)(=O)N1CCc2ccccc2C1,-0.7,0.6,102,-3,110,18,9,28,0
CCC(C)(C)n1nnnc1C(CC(C)C)N1CCC(C(N)=O)CC1 (configuration not stated),0.1,0.6,109,-1,108,9,9,3,4
O=S(=O)(NCCO)c1ccc2c(c1)Cc1cc(S(=O)(=O)NCCO)ccc1-2,0.9,0.0,105,3,104,19,1,27,-12
O=C(CCNc1ccc(F)cc1)c1ccco1,-0.8,1.1,103,-11,103,-13,6,-7,2
O=C(c1ccc(-c2ccccc2)cc1)C1CCCN(C(=O)Cn2cncn2)C1 (configuration not stated),1.8,3.9,100,-12,101,6,-1,1,5
NC(=O)CCN1CCN(Cc2nc(C(c3ccccc3)c3ccccc3)no2)CC1,0.3,-0.2,114,-7,104,-6,12,46,-9

Pulled one by one from the entries so far, 2 records:
canonical_smiles,OXTR agonist,V1aR counter,MEKK2 WT-MEK5,GPR7 antagonist,MEKK3 PB1 HTS,NALP1 inh,MEKK2mut PB1 HTS,PHOSPHO1 inh,GalR3 antag
CC(=O)c1cccc(NC(=O)CCOc2ccccc2)c1,0.3,0.7,108,14,104,-8,6,28,4
CSc1ccccc1C(=O)C1CCCN(C(=O)c2cncs2)C1 (configuration not stated),-0.4,0.0,107,1,101,21,4,34,-8

Next section
canonical_smiles,OXTR agonist,V1aR counter,MEKK2 WT-MEK5,GPR7 antagonist,MEKK3 PB1 HTS,NALP1 inh,MEKK2mut PB1 HTS,PHOSPHO1 inh,GalR3 antag
Cc1ccc(NNC(=O)c2ccno2)cc1Cl,0.4,-0.4,85,-9,83,15,-20,33,-1
CCOC(=O)C(Cc1ccccc1)C(=O)Nc1ccc(N(CC)CC)cc1 (configuration not stated),-2.6,-0.5,105,4,104,26,15,4,0
COc1ccccc1/C=C1/C(=O)N(c2cc(C)cc(C)c2)C(c2cccc([N+](=O)[O-])c2)S1(=O)=O (configuration not stated),-1.7,-0.3,96,-5,98,17,-2,-1,12
COc1cc(C(=O)NNC2=NC(C)(C)Cc3cc(C)c(C)cc32)cc(OC)c1OC,-0.1,-0.4,107,-1,103,23,0,16,-1
COc1ccc(/C=C/C(=O)c2ccccc2O)cc1CN1CCOCC1,-0.4,0.8,107,-2,103,10,7,-2,·
C/C(CC(=O)NCc1ccco1)=N\NC(=O)Cc1cccc2ccccc12,-0.1,-0.1,101,10,100,-7,3,2,-3
O=C(NC1CCCCC1)NC1CCN(C(=S)NCc2ccco2)CC1,1.6,1.3,102,7,101,3,0,82*,-4
O=C(NNC(=O)C(O)(c1ccccc1)c1ccccc1)C1CC1,-0.5,0.0,90,-1,90,17,-3,5,4
Cc1ccc(S(=O)(=O)CCC(=O)NCc2ccco2)cc1,-0.8,0.7,94,-3,96,26,-6,10,-3
COc1ccc(-c2cc(N3C(=O)Nc4ccccc4N3O)n[nH]2)c(OC)c1,0.7,0.0,·,-5,·,-22,·,37,-3
Cc1cc(NC(=O)c2c(F)cccc2F)n(-c2nc3ccccc3[nH]2)n1,-1.3,-0.2,105,-19,107,-4,4,42,-7
Cn1c(=O)[nH]c(=O)c2c1nc([N+](=O)[O-])n2Cc1ccccc1,1.0,1.1,102,-9,103,-11,-1,-4,-3
CN(CC#CCC(c1ccccc1)c1ccccc1)C(C)(C)C,0.8,1.5,112,-2,100,14,5,23,-10
O=C(N/N=C/C=C/c1ccccc1)c1ccccn1,0.3,0.0,100,-7,97,-3,0,6,-5
[N-]=[N+]=NC[C@H](Cc1ccccc1)N1CC[C@@H](O)CCC1=O,2.6,0.9,97,-2,100,4,-1,-24,-3
COc1cccc(CNc2ccc(F)c(Cl)c2)c1OC,-1.2,0.1,96,18,98,1,-5,10,-8
O=C1CCC([N+](=O)[O-])C(c2ccccc2Cl)N1 (configuration not stated),1.2,1.1,95,-5,91,1,1,4,1
O=C(CSc1nc(Cc2ccccc2)nc2ccccc12)c1ccc2c(c1)OCCO2,0.8,0.1,96,-1,102,27,0,-18,-8
O=C(CSc1ncccn1)NC1CCS(=O)(=O)C1 (configuration not stated),0.2,-0.6,95,-4,96,13,-4,33,-1
c1ccc2c(N3CCCCCC3)nc(-c3ccncc3)nc2c1,-2.6,-0.9,110,0,105,17,7,-4,-1
O=C(CSc1ccc(-c2cccnc2)nn1)Nc1ccccc1,-0.3,2.8,109,-4,103,12,8,56,0
CCC(C)(C)C1CCc2c(sc(NC(=O)c3cccs3)c2C(N)=O)C1 (configuration not stated),0.6,0.0,·,0,·,19,·,6,-3
COCc1cc(/C=N\NC(=O)COc2ccccc2)ccc1OC,-1.3,0.6,99,0,96,25,1,-9,1
COCCNC(=O)Cn1nc(C(F)(F)F)c(Cl)c1C,0.2,-0.6,103,-5,102,-13,5,-5,-3
COc1ccc(CN2CCN(S(=O)(=O)c3ccc(C)cc3)CC2)cc1Br,0.5,0.0,109,6,105,32,2,14,-6

Brought forward from above: 5 compounds, then new ones.
Sequence of screens: OXTR agonist	V1aR counter	MEKK2 WT-MEK5	GPR7 antagonist	MEKK3 PB1 HTS	NALP1 inh	MEKK2mut PB1 HTS	PHOSPHO1 inh	GalR3 antag
- O=C(CSc1ccc(-c2cccnc2)nn1)Nc1ccccc1
  -0.3	2.8	109	-4	103	12	8	56	0
- CCC(C)(C)C1CCc2c(sc(NC(=O)c3cccs3)c2C(N)=O)C1 (configuration not stated)
  0.6	0.0	·	0	·	19	·	6	-3
- COCc1cc(/C=N\NC(=O)COc2ccccc2)ccc1OC
  -1.3	0.6	99	0	96	25	1	-9	1
- COCCNC(=O)Cn1nc(C(F)(F)F)c(Cl)c1C
  0.2	-0.6	103	-5	102	-13	5	-5	-3
- COc1ccc(CN2CCN(S(=O)(=O)c3ccc(C)cc3)CC2)cc1Br
  0.5	0.0	109	6	105	32	2	14	-6
- O=C(CN1CCN(c2ccccn2)CC1)Nc1cc(F)ccc1F
  -0.9	0.3	104	10	102	2	1	16	-7
- Cc1nn(C)c(C(=O)N/N=C/c2ccccn2)c1[N+](=O)[O-]
  -0.7	1.1	105	-12	103	8	6	14	-4
- CCOc1ccc(NC(=O)NCCN2C(C)CCCC2C)cc1 (configuration not stated)
  0.9	-0.4	109	0	104	-12	7	-7	-5
- COc1ccc(-c2nnc(SCc3ccccc3F)o2)cc1OC
  -1.6	1.4	111	-6	109	-15	11	-3	2
- CCOC(=O)C1(CCOc2ccccc2)CCN(Cc2ccc(O)c(OC)c2)CC1
  4.5	15	112	15	102	18	5	45	-4
- Cc1cc2c(cc1S(=O)(=O)Nc1c(C)cccc1C)n(C)c(=O)c(=O)n2C
  2.3	1.1	95	-2	96	10	-2	-151	3
- O=S(=O)(NCCOc1ccccc1Cl)c1ccc2oc3ccccc3c2c1
  2.9	1.4	·	-3	·	·	·	·	-3
- Cc1noc(C(=O)N(C)c2ccccc2)c1Cl
  0.5	1.0	106	-4	104	-2	4	24	-8
- Cc1ccccc1/C=N/NC(=O)c1sccc1C
  -1.4	-1.3	98	4	104	28	5	2	6
- COc1ccc2cc(CCNC(=O)c3ccc(Br)o3)c(=O)[nH]c2c1
  -0.2	-0.1	102	7	101	·	9	-20	4
- COc1ccc(-c2nc(NC(C)=O)sc2-c2ccc(OC)cc2)cc1
  -1.4	-0.6	99	-2	89	7	1	47	0
- O=C1Nc2cc(C(=O)NCCCN3CCCC3)ccc2S/C1=C\c1ccccc1
  1.5	0.9	153*	1	105	16	18	32	0
- CCN(CC)CCN1C(=O)C(=O)/C(=C(/O)c2ccc(F)cc2)C1c1cccnc1 (configuration not stated)
  0.0	0.7	99	-13	100	7	22	-6	4
- Cc1ccc(/C=C2\CCC(C3CCCC3)C2=O)cc1 (configuration not stated)
  -0.1	1.6	104	-9	100	38	1	-7	3
